Source: PubChem BioAssay (MTDP)
RNase H inhibition: RNase H inhibition, HIV 1 Gag Pol polyprotein, FRET biochemical assay, screening (AID 372); HIV-1 RT RNase H, FRET RNA/DNA substrate fluorescence; higher % means a stronger effect; inhibition, % at 10 µM, or IC50 in µM where a hit was titrated; 100,000 compounds, 0.77% hits; in the data active means inhibition above about 50%
Active calls of the source: *. These rows are one share of the data; the hit share may differ from the screen's.

SMILES	RNase H inhibition
Cc1cc(C)c2nc3s/c(=C\c4ccc5c(c4)OCO5)c(=O)n3c2c1	13.0%
CN(C)c1ccc(/C=N/NC(=O)CC2(C)OCCO2)cc1Br	13.0%
CC(=O)C1=C(C)NC(SCC(=O)Nc2ccc(Br)cc2)=C(C#N)C1c1ccc(Cl)cc1 (stereo unspecified)	22.0%
CCSC(C)CC1CC(=O)CC(=O)C1C(=O)OC (stereo unspecified)	10.0%
COc1ccc(CCNC(=O)CN(c2cc(C)cc(C)c2)S(=O)(=O)c2ccc(OC)c(OC)c2)cc1OC	8.0%
Cc1cc(C)cc(N=Cc2ccccc2[N+](=O)[O-])c1	0.0%
COc1ccc2c(c1)c(=O)oc1cc(OCC(=O)O)ccc12	4.0%
Cc1c(/C=C/c2nc3ccccc3c(=O)[nH]2)c2ccccc2n1C	4.0%
O=C1NC(=S)N(c2ccccc2F)C(=O)/C1=C/c1ccccc1OCc1ccccc1F	13.0%
CCC1=NN(C(=O)c2ccncc2)C(O)(C(F)(F)F)C1 (stereo unspecified)	10.0%
COc1c(Cl)cc(C(=O)Nc2cccc([N+](=O)[O-])c2)cc1Cl	12.0%
COc1ccc(NC(=O)CCSc2nc3ccccc3s2)cc1	12.0%
O=C1NC(=O)N(c2ccc(Cl)cc2)C(=O)/C1=C/c1ccc(-c2ccc(Cl)cc2[N+](=O)[O-])o1	18.0%
N#C/C(=C\c1ccc(-c2ccc(Cl)c(C(=O)O)c2)o1)C(=O)NCc1ccco1	10.0%
CC1(C)CC(O)CC(C)(CN=Cc2c(O)n(-c3ccc(Cl)cc3)c(=O)[nH]c2=O)C1 (stereo unspecified)	14.0%
Fc1ccc(N2N=C(c3cccs3)CC2c2ccccc2)cc1 (stereo unspecified)	10.0%
Clc1ccc(C=Nc2ccc3nc(-c4ccc(Cl)cc4Cl)[nH]c3c2)c(Cl)c1	20.0%
O=C1C(=O)N(CC2CCCO2)C(c2ccc(Br)cc2)/C1=C(/O)c1ccccc1 (stereo unspecified)	8.0%
Cc1ccccc1N(CC(=O)O)S(C)(=O)=O	0.0%
COc1cc(OC)c(OC)cc1CN1CCN(c2ccccc2OC)CC1	7.0%
COc1ccc(/C=C2\C(=O)NC(=O)N(c3ccc(OCc4ccc(C)cc4)cc3)C2=O)c(OC)c1	6.0%
O=C(N/N=C/c1ccccc1F)c1ccc(Cl)cc1O	2.0%
Cc1ccc(OCC(O)Cn2cnc3cc(C)c(C)cc32)cc1 (stereo unspecified)	8.0%
CC1(C)Cc2ccccc2C(Nc2ccc(Br)cc2)=N1	14.0%
CC1=NN(c2cccc(Cl)c2)C(=O)C1=Cc1c(C)[nH]n(-c2ccc(Br)cc2)c1=O	9.0%
CCCC(=O)Nc1nnc(COc2ccccc2)s1	5.0%
CC(=O)c1cccc(NC(=O)c2ccc(CN(c3ccccc3)S(C)(=O)=O)cc2)c1	2.0%
Oc1ccc(/C=N/Nc2cc(N3CCOCC3)nc(N3CCOCC3)n2)cc1	4.0%
CC(C)c1cccc(C(C)C)c1NC(=O)C(F)(F)F	17.0%
CCCCCCOc1ccc(CN2CCN(Cc3ccccc3)CC2)cc1	4.0%
O=C(O)CSc1nnc(Cc2ccccc2)n1-c1ccccc1	0.0%
COc1ccc(-c2csc(NC(=O)CCc3ccccc3)c2C(=O)O)cc1	5.0%
O=C1c2ccccc2NC(c2ccc(Cl)cc2Cl)N1Cc1ccccc1 (stereo unspecified)	6.0%
COc1ccc2c(=O)cc(C(F)(F)F)oc2c1	11.0%
CCOc1cc(/C=C(/C#N)C(=O)Nc2ccc(O)cc2)ccc1OC	8.0%
CCCCOc1ccc(C(=O)N/N=C/c2ccccc2O)cc1	11.0%
COc1cc(OC)cc(C(=O)NC(=S)N2CCN(c3ccc(C(F)(F)F)cc3[N+](=O)[O-])CC2)c1	16.0%
CCOc1cc(/C=N/Nc2nc3ccccc3s2)ccc1OCc1ccccc1	8.0%
CN1C(=O)/C(=N\OC(=O)c2cccc3ccccc23)c2ccccc21	11.0%
Oc1ccc(Br)cc1C=Nc1nonc1-c1ccccc1	18.0%
Cc1ccc(/C=C/C(=O)Nc2ccc(C)c([N+](=O)[O-])c2)o1	22.0%
COc1ccc(/C=N/Nc2cc(N3CCCC3)nc(N3CCCC3)n2)cc1	15.0%
COc1ccc(N/C=C(\C#N)c2nc(-c3cc4cc([N+](=O)[O-])ccc4oc3=O)cs2)cc1	10.0%
O=C(C(c1ccccc1)c1ccccc1)N1CCN(Cc2ccccc2)CC1	16.0%
O=Cc1ccc(/C=C2/SC(=S)N(c3cccc(Cl)c3)C2=O)cc1	17.0%
CC(=O)C1=C(C)NC(SCc2cccc([N+](=O)[O-])c2)=C(C#N)C1c1ccc(Cl)cc1 (stereo unspecified)	6.0%
CCCCSc1nc2c(c(=O)n1Cc1ccccc1)C(C)(C)Cc1ccccc1-2	11.0%
COC(=O)C(CC(C)C)NC(=O)COC(=O)/C=C/c1ccc([N+](=O)[O-])cc1 (stereo unspecified)	9.0%
CC1CCN(CCCCOc2ccc(C(C)(C)C)cc2)CC1	9.0%
COc1ccccc1NC(=O)C(=O)NCCc1ccc(OC)c(OC)c1	10.0%
CCOc1cccc(/C=N/NC(=O)COc2ccccc2[N+](=O)[O-])c1O	14.0%
O=C(O)c1ccc(S(=O)(=O)NC2CCS(=O)(=O)C2)cc1 (stereo unspecified)	14.0%
O=C(Cc1ccc(Cl)cc1)Nc1ccc2oc(-c3cccc(Br)c3)nc2c1	49.0%
CC(C)NC(=O)CC(=O)NN=C1CCCC1	0.0%
COc1ccccc1OCCCCOc1cccc(C(F)(F)F)c1	28.0%
CS(=O)(=O)N(Cc1ccccc1)c1ccccc1C(=O)N[C@@H]1CCCC[C@H]1O	10.0%
CCN1CCN(S(=O)(=O)c2c(C)cc(C)cc2C)CC1	7.0%
Cc1cc2c(c(=O)o1)C(c1ccc(C(F)(F)F)cc1)C(C#N)=C(N)O2 (stereo unspecified)	9.0%
COc1cccc(CN2CCN(C(=O)c3cccc(Cl)c3)CC2)c1	2.0%
CCc1cc(=O)oc2c(C)c(OCc3cc(C)ccc3C)ccc12	10.0%

The list goes on.
SMILES	RNase H inhibition
NC(=O)NC(c1ccccc1)c1cccc(Br)c1 (stereo unspecified)	11.0%
C=CCN1C(=O)/C(=C\c2ccc(OC)cc2)C(C(=O)OC)=C1C	1.0%
Cc1cccc(/C=N/NC(=O)c2ccc(-c3ccccc3)cc2)c1	4.0%
CCOc1ccc(/C=C/c2nc(O)c([N+](=O)[O-])c(=O)[nH]2)cc1	0.0%
CCC(Oc1ccc2ccccc2c1Br)C(=O)N/N=C/c1cc(OC)ccc1O (stereo unspecified)	9.0%
COc1ccc(C2/C(=C(/O)c3ccccc3)C(=O)C(=O)N2c2cccc(Br)c2)c(OC)c1 (stereo unspecified)	11.0%
Cc1ccc(C(=O)N2CCN(C(=O)CN3CCOCC3)C2)cc1	4.0%
COc1ccc(/C=C/C=C2\NC(=S)NC2=O)cc1	11.0%
NC(=O)c1cc(S(=O)(=O)N2CCCCC2)ccc1Cl	0.0%
O=C(NNc1nc(-c2ccccc2)cc(-c2ccccc2)n1)Nc1ccccc1	10.0%
COc1cccc(CN2CCN(C/C=C/c3ccccc3)CC2)c1	11.0%
CCOc1ccc(CN2CCN(S(C)(=O)=O)CC2)cc1	0.0%
Cc1ccc(-c2nc3ccccc3s2)cc1NC(=O)c1ccc(Br)cc1	10.0%
O=C(Cc1cccs1)N1CCOCC1	4.0%
O=C(N/N=C/c1ccc(Cl)c([N+](=O)[O-])c1)c1ccc(O)cc1	22.0%
Cc1c(NC(=S)NC(=O)c2ccccc2Cl)cccc1-c1nc2ccccc2o1	10.0%
CCC(/C=C1\Sc2ccc(OC)cc2N1CC)=C\c1sc2ccc3ccccc3c2[n+]1CCCS(=O)(=O)[O-]	9.0%
CCOC(=O)NC(NC(C)CC)(C(F)(F)F)C(F)(F)F (stereo unspecified)	7.0%
CCOC(=O)c1sc(NC(=O)C(Cc2ccccc2)N2C(=O)c3ccccc3C2=O)c(C(=O)OCC)c1C (stereo unspecified)	6.0%
Fc1ccc(OCCN2CCCCC2)cc1	6.0%
CCCCCCCCS(=O)(=O)c1sc2nc(C)cc(C)c2c1N	18.0%
CCOC(=O)C1=C(C)OC(N)=C(C#N)C1c1cc(Br)c(C)s1 (stereo unspecified)	43.0%
CCCCCOC(=O)c1ccc(N2C(=O)c3cccc([N+](=O)[O-])c3C2=O)cc1	13.0%
O=C1c2ccccc2C(=O)N1CCCc1nc2ccccc2c(=O)n1Cc1ccco1	9.0%
Cc1ccccc1OCC(=O)N/N=C/c1c[nH]c2ccccc12	6.0%
CC(C(=O)Nc1ccc(I)cc1)N1C(=O)c2ccccc2C1=O (stereo unspecified)	3.0%
CC1=C(C#N)C(c2ccccc2F)C2=C(CCCC2=O)N1 (stereo unspecified)	0.0%
COc1ccccc1OCCOc1ccc(/C=C2/C(=N)N3N=C(c4ccccc4)SC3=NC2=O)cc1	11.0%
FC(F)(F)c1ccccc1CN1CCN(C2CCCC2)CC1	0.0%
CCC(=O)NC(NC(=S)Nc1ccc(NC(C)=O)cc1)C(Cl)(Cl)Cl (stereo unspecified)	3.0%
Cc1cc(/C=C(\C#N)C(=O)Nc2ccccc2)c(C)n1-c1cccc(C(=O)O)c1	16.0%
O=CNC(Nc1ccc(Cl)cc1Cl)C(Cl)(Cl)Cl (stereo unspecified)	11.0%
O=C(N/N=C\c1cc(N=Nc2ccccc2)ccc1O)c1ccc(Br)cc1	9.0%
CC(/C=C1\SC(=O)N(CC(=O)Nc2ccc(O)cc2)C1=O)=C\c1ccccc1	16.0%
CN(C)c1ccc(C=Nc2ccccc2CC(c2c[nH]c3ccccc23)c2c[nH]c3ccccc23)cc1	16.0%
NC1=NC(=O)/C(=C/c2cc(Cl)ccc2OCc2ccccc2)S1	40.0%
O=C(Cc1ccccc1)Nc1cccc(-c2nc3ccccc3[nH]2)c1	4.0%
CCN1C(=O)/C(=C\c2cc(Cl)c(O)c(Cl)c2)SC1=S	13.0%
CCN1C(=O)/C(=C/c2cc(OC)c(OC)cc2OC)C(=O)NC1=S	0.0%
COc1cc(CN2CCN(c3ccccc3OC)CC2)cc(OC)c1	17.0%
CCCCCN1C(=O)/C(=C2\SC(=S)N(c3ccc(Br)cc3)C2=O)c2ccccc21	16.0%
C=CC[n+]1c(/C=C/c2ccc(N(C)C)cc2)ccc2ccccc21	29.0%
CCOC(=O)C1=C(C)NC(=O)N(C(C)=O)C1c1cccc([N+](=O)[O-])c1 (stereo unspecified)	9.0%
Cc1ccc(C(=O)NC(=S)Nc2ccc(NC(=O)c3ccco3)cc2)cc1C	5.0%
C/C=C/c1ccc(OCCOc2cccc(C(F)(F)F)c2)c(OC)c1	10.0%
Cc1cc(Cl)cc(Cl)c1OCC(=O)Nc1ccc(Cl)c(Cl)c1	21.0%
CCOC(=O)C1=C(C)NC2=C(C(=O)CC(C)(C)C2)C1c1cccnc1 (stereo unspecified)	4.0%
Cc1ccc(C(=O)Nc2cccc(-c3nc4cc(C)c(C)cc4o3)c2)cc1	8.0%
OCCNCCCCCCOc1cccc(Cl)c1Cl	11.0%
CCOc1ccc(C2=C/C(=C/c3ccc(N(C)C)cc3)C(=O)O2)cc1	16.0%
CC(C)CCSc1nc2c(c(=O)n1C1CCOC(C)(C)C1)C1(CCCC1)Cc1ccccc1-2 (stereo unspecified)	12.0%
Cc1ccccc1N=C1NC(=O)C(Cc2ccc(Br)cc2)S1 (stereo unspecified)	32.0%
COC(=O)c1ccc(C(=O)OC)c(NC(=O)c2cccc(OC)c2)c1	2.0%
Cc1ccc(N2NC(=O)/C(=C\c3ccc(Br)c([N+](=O)[O-])c3)C2=O)cc1	25.0%
O=C(/C=C/c1ccccc1)NCc1ccc(Cl)cc1	4.0%
CCn1c2ccccc2c2cc(CN3CCN(Cc4ccccc4F)CC3)ccc21	12.0%
O=S(=O)(Nc1nc2c(Cl)cccc2s1)c1ccccc1	0.0%
CC(C)OCCCNC(=O)C(=O)NCCc1ccc(Cl)cc1	6.0%
N#Cc1ccc[n+](CC(=O)c2ccc(Br)cc2)c1	1.0%
Cc1cc(C)nc(/N=C(/NC(=O)c2ccccc2)Nc2cccc(C(F)(F)F)c2)n1	4.0%
O=C1C(=O)N(c2ccccc2)C(c2ccccc2F)/C1=C(/O)c1ccccc1 (stereo unspecified)	1.0%

Compounds from the list above that contain fluorine, in the order listed:
SMILES	RNase H inhibition
O=C1NC(=S)N(c2ccccc2F)C(=O)/C1=C/c1ccccc1OCc1ccccc1F	13.0%
CCC1=NN(C(=O)c2ccncc2)C(O)(C(F)(F)F)C1 (stereo unspecified)	10.0%
Fc1ccc(N2N=C(c3cccs3)CC2c2ccccc2)cc1 (stereo unspecified)	10.0%
O=C(N/N=C/c1ccccc1F)c1ccc(Cl)cc1O	2.0%
CC(C)c1cccc(C(C)C)c1NC(=O)C(F)(F)F	17.0%
COc1ccc2c(=O)cc(C(F)(F)F)oc2c1	11.0%
COc1cc(OC)cc(C(=O)NC(=S)N2CCN(c3ccc(C(F)(F)F)cc3[N+](=O)[O-])CC2)c1	16.0%
COc1ccccc1OCCCCOc1cccc(C(F)(F)F)c1	28.0%
Cc1cc2c(c(=O)o1)C(c1ccc(C(F)(F)F)cc1)C(C#N)=C(N)O2 (stereo unspecified)	9.0%
CCOC(=O)NC(NC(C)CC)(C(F)(F)F)C(F)(F)F (stereo unspecified)	7.0%
Fc1ccc(OCCN2CCCCC2)cc1	6.0%
CC1=C(C#N)C(c2ccccc2F)C2=C(CCCC2=O)N1 (stereo unspecified)	0.0%
FC(F)(F)c1ccccc1CN1CCN(C2CCCC2)CC1	0.0%
C/C=C/c1ccc(OCCOc2cccc(C(F)(F)F)c2)c(OC)c1	10.0%
CCn1c2ccccc2c2cc(CN3CCN(Cc4ccccc4F)CC3)ccc21	12.0%
Cc1cc(C)nc(/N=C(/NC(=O)c2ccccc2)Nc2cccc(C(F)(F)F)c2)n1	4.0%
O=C1C(=O)N(c2ccccc2)C(c2ccccc2F)/C1=C(/O)c1ccccc1 (stereo unspecified)	1.0%
